Screening results (PubChem BioAssay)
AmpC inh no detg = blocks E. coli AmpC beta-lactamase in detergent-free assay; AmpC nitrocefin hydrolysis, absorbance 480 nm, 0.0001% Triton; Potency, µM (highest dose often 57.1 µM), for the others: at the top dose activity change, negative = inhibition, most hits filed as inhibitors; 330,000 tested, 0.52% active; AID 485341;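 also: plate controls were no compound for no effect and no enzyme for full effect; nearly all actives have a fitted effect of over 20% in size; some results filed as inactive show a strong effect at the top dose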
Target sequence (P00811 whole entry, looked up): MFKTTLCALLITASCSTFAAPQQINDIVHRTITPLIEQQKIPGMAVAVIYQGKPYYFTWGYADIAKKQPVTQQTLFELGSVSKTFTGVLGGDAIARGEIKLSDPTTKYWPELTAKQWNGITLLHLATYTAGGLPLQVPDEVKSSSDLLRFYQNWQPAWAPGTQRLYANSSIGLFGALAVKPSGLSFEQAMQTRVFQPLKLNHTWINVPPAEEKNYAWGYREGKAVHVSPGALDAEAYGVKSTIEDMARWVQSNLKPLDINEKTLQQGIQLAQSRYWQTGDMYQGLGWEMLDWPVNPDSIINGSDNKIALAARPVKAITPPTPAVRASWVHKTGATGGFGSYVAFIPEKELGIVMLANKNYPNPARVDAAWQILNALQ
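AmpC (5.3 nM in the dispensed reagent) in 20 mM phosphate pH 7.0 with 0.01% (detergent screen) or 0.0001% Triton X-100 was preincubated with compounds for 15 min at room temperature. Nitrocefin was then added from an 800 uM solution, and hydrolysis was followed at 480 nm.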
TbPYK inhibitor = inhibitors of Trypanosoma brucei pyruvate kinase. Potency, µM (top dose mostly 76.8 µM), without a hit: at the highest dose activity, negative = inhibition, usual class: inhibitors. Q57TT1. AID 624173. 410,000 tested, 0.12% active. TbPYK enzyme, Kinase-Glo Plus ATP luminescence, 45 min; also: nearly all actives have a fitted effect of over 50% in size
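Readout: single end-point luminescence (Kinase-Glo Plus, 10 min). Reaction conditions were TbPYK/substrate plus 130 uM ADP, 45 min at RT, pH 7.2 TEA buffer. No-enzyme wells served as controls, and data were normalized before concentration-response fitting.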
Active calls of the source: *; ? = inconclusive; & = joins results of further samples; [ ] = dose if it differs, or a comment. Calls follow the shape of the dose curve; as a rule, active = well fitted curve in the direction sought with a large enough effect; inconclusive = small, poorly fitted or top-dose-only effect, or another doubt; inactive = no such curve, though single readings can be large; an effect the other way counts as inactive or inconclusive. Unless noted, % is scaled to controls: 0 for no effect and ±100 for the full control effect; potency is read from the fitted curve at half-maximal effect. The list is partial; rates above refer to the full screens.

Results follow in this order: AmpC inh no detg | TbPYK inhibitor
O=C(COC(=O)c1ccccc1O)NC12CC3CC(CC(C3)C1)C2
 : -29% | 8%
CCN1C(=O)[C@H]2[C@@H](c3ccc(-c4ccc(C(C)=O)cc4)cc3)N[C@@](C)(C(=O)OC)[C@H]2C1=O
 : 13% | 1%
Cc1ccc(CNC(=O)COC(=O)c2cc(=O)[nH]c3ccccc23)cc1
 : -20% | 0%
O=C(Cn1ncc(Cl)c(Cl)c1=O)c1ccc2c(c1)OCCO2
 : -27% | -5%
CC(=O)Nc1ccc(S(=O)(=O)N(C)c2ccc(OCCOc3cccc(C)c3)cc2)cc1
 : -32% | -8%
O=C(COC(=O)c1cccnc1Cl)Nc1cccc(S(=O)(=O)N2CCOCC2)c1
 : -21% | -5%
O=C(C[C@@H]1C/C=C\CCCC(=O)OC[C@@H]2CCCN2C1=O)NCCO
 : -14% | -3%
CN(Cc1nc2ccccc2c(=O)[nH]1)C(=O)c1cc2c(s1)CCCCC2
 : -10% | -15%
O=C(CNC(=O)c1ccc(Cl)cc1)NNC(=O)c1ccc(Br)cc1
 : -28% | 8%
C[C@H](CO)N1C[C@H](C)[C@@H](CN(C)C(=O)Nc2ccc3c(c2)OCO3)Oc2ccc(NC(=O)CCN3CCOCC3)cc2C1=O
 : 56% | 2%
CCCCNc1c(-c2ccc(-c3ccc(OC)cc3)c(OC)c2)nc2ccccn12
 : 2% | -7%
O=C(OCC(=O)N1CCOCC1)c1ccccc1OCc1ccccc1Cl
 : 135%[activator] | 1%
CN(CC(=O)NC1CCCC1)S(=O)(=O)c1cccc(Cl)c1
 : -14% | 4%
CCN(CC)C(=O)[C@H]1CC(CC(=O)NCc2ccc(OC)c(OC)c2)C(=O)N2CCc3c([nH]c4ccccc34)[C@]12C (stereo partly drawn)
 : 246%[activator] | -1%
C[C@H]1CN([C@@H](C)CO)C(=O)c2cccc(NC(=O)Nc3ccc(F)cc3)c2O[C@@H]1CN(C)Cc1ccc(C(=O)O)cc1
 : -45% | 2%
C[C@H](CO)N1C[C@H](C)[C@@H](CN(C)C(=O)Nc2ccc(C(F)(F)F)cc2)Oc2ccc(NS(=O)(=O)c3cccs3)cc2C1=O
 : 123%[activator] | 3%
O=C(Nc1cc2c(cc1[N+](=O)[O-])OCCO2)c1cccnc1
 : -7% | 0%
Cc1ccc(SCC(=O)NC(=O)c2ccccc2Br)c(C)c1
 : -27% | -4%
COC(=O)[C@H](CCSC)NC(=O)Cn1cnc2c(NCc3ccccc3)ncnc21
 : -12% | 0%
COc1ccc(CCC(=O)OCC(=O)NC(=O)c2ccc(Cl)cc2)cc1
 : -34% | -7%
COc1ccc2sc(-c3ccc(SC)cc3)c(-c3ccc(O)cc3)c2c1
 : -31% | 2%
O=C(Cc1coc2cc(O)ccc12)NNC(=O)c1ccc(Br)s1
 : -39% | 0%
COc1cc(CCc2ccccc2)c(C(=O)O)c(O)c1C/C=C(/C)CCC=C(C)C
 : -33% | 5%
COc1ccc(S(=O)(=O)N2CCOCC2)cc1NC(=O)CSc1nc(C)c(C)c(C)n1
 : -1% | 4%
NC[C@H](Cc1ccccc1)NCCc1cc(C(F)(F)F)cc(C(F)(F)F)c1
 : 16% | -7%
COc1ccc2c(=O)cc(CO)oc2c1
 : -55% | 0%
COc1ccccc1N1CN(S(=O)(=O)c2ccc(C)cc2)c2nc3ccccc3nc21
 : -40% | -10%
CCCCCCCCCC(=O)N[C@@H]1c2cc(OC)c(OC)cc2C[C@H]1O
 : 143%[activator] | -5%
C=CC[C@@H](CC(=O)OC(C)(C)C)C(=O)OC[C@H]1CCCN1C(=O)[C@@H](CC=C)CC(=O)N[C@H](CO)Cc1ccccc1
 : 231%[activator] | 0%
COc1ccc(S(=O)(=O)N(C)C[C@H]2Oc3c(NC(=O)c4ccncc4)cccc3C(=O)N([C@H](C)CO)C[C@@H]2C)cc1
 : 57% | 2%
c1cc(-c2cc3cc4c(cc3cn2)OCO4)cs1
 : -28% | -6%
O=C(NCCOc1ccccc1F)C1CC(=O)N(Cc2ccccc2)C1 (stereo not drawn)
 : 14% | 1%
COc1ccc(NS(=O)(=O)c2cc(NC(=O)c3cncc(Br)c3)ccc2OC)cc1
 : -57% | -13%
COc1ccc(NC(=O)Nc2ccc3c(c2)C(=O)N([C@H](C)CO)C[C@H](C)[C@@H](CN(C)S(=O)(=O)c2ccc(OC)cc2)O3)cc1
 : 125%[activator] | 2%
COc1ccc(/C=C/C(=O)OCC(=O)NCCc2ccccc2)c(OC)c1
 : -15% | 1%
CSc1ncccc1C(=O)OCC(=O)Nc1cccc(S(=O)(=O)N2CCOCC2)c1
 : -3% | 1%
COc1cc2c(cc1OC)[C@@H](NC(=O)C(C)C)[C@H](O)C2
 : -5% | 1%
C[C@H](CO)N1C[C@H](C)[C@@H](CN(C)C(=O)Nc2ccc(C(F)(F)F)cc2)Oc2c(NC(=O)C3CCCCC3)cccc2C1=O
 : 246%[activator] | -8%
Cc1ccc(NC(=O)COC(=O)c2nn(-c3ccc(Cl)cc3)cc2O)cc1
 : -43% | 2%
C=CC[C@H](CC(=O)NCCO)C(=O)NCCOC(=O)[C@@H](CC=C)CC(=O)OC(C)(C)C
 : 53% | -5%
COCC(C)n1c(SCC(=O)N2CCOCC2)nc2ccccc2c1=O (stereo not drawn)
 : 1% | 2%
Cn1c(=O)c2c(ncn2CC(=O)OCCCC(=O)c2ccc(Br)cc2)n(C)c1=O
 : -7% | -6%
C=CC[C@H](CC(=O)N[C@H](CO)Cc1ccccc1)C(=O)N[C@H](COC(=O)[C@@H](CC=C)CC(=O)OC(C)(C)C)Cc1c[nH]c2ccccc12
 : 50%[activator] | 3%
C[C@H](CO)N1C[C@H](C)[C@@H](CN(C)S(=O)(=O)c2ccccc2)Oc2ccc(NC(=O)Nc3ccc4c(c3)OCO4)cc2C1=O
 : 43% | 6%
CCN(C[C@H]1N[C@@](Cc2ccccc2)(C(=O)OC)[C@H]2C(=O)N(Cc3ccccc3)C(=O)[C@@H]12)C(=O)COc1ccccc1
 : 3% | 1%
CC(=O)c1ccccc1NC(=O)CSc1nc2ccccc2c(=O)n1CCCN1CCOCC1
 : -19% | -19%
CC(C)N(C(=O)[C@H]1C[C@H](CC(=O)NCC23CC4CC(CC(C4)C2)C3)C(=O)N2CCc3c([nH]c4cc(CCC(=O)N(C)C)ccc34)[C@]12C)C(C)C
 : 111%[activator] | 6%
CC(C)NC(=O)Nc1cccc2c1O[C@H](CN(C)S(=O)(=O)c1ccccc1)[C@@H](C)CN([C@H](C)CO)C2=O
 : 194%[activator] | -7%
O=C(COC(=O)CCSc1ccc(F)cc1)NCc1ccc(F)cc1
 : -20% | -3%
COc1ccc2[nH]c3c(c2c1)CCN1C(=O)C(CC(=O)NCCCN(C)C)C[C@H](C(=O)N2CCCCC2)[C@@]31CCc1ccccc1 (stereo partly drawn)
 : 230%[activator] | -4%
O=C(C[C@@H]1C/C=C\CC[C@H](Cc2ccc(F)cc2)C(=O)OC[C@@H]2CCCN2C1=O)N[C@H](CO)Cc1ccccc1
 : 309%[activator] | -1%
O=S(=O)(c1c(Cl)cc(Br)cc1Cl)N1CCN(C(=S)NC2CC2)CC1
 : -33% | -7%
CCC1Nc2ncnc(N3CCN(c4ccccc4)CC3)c2N(Cc2ccccc2)C1=O (stereo not drawn)
 : 64%[activator] | 1%&4%
CCN(C[C@H]1N[C@@](Cc2ccccc2)(C(=O)OC)[C@H]2C(=O)N(C)C(=O)[C@@H]12)C(=O)c1ccc(F)cc1
 : 71%[activator] | 4%
CN(c1ccc(C(=O)COC(=O)C2CC2)cc1)S(C)(=O)=O
 : -7% | 7%
Cc1cnc(C(=O)N2CCN(S(=O)(=O)c3cccc(Br)c3)CC2)cn1
 : -9% | 7%
CC(=O)Nc1cccc(-c2cnc(N)c(C(=O)c3cccnc3)n2)c1
 : -27% | 1%
COc1cccc(-c2c(-c3cc(OC)cc(OC)c3)n(C)c3ccc(-c4ccc5cc[nH]c5c4)cc23)c1
 : -43% | -2%
C[C@]12c3[nH]c4cc(-c5ccco5)ccc4c3CCN1C(=O)[C@@H](CC(=O)NCc1ccco1)C[C@@H]2C(=O)N1CCCCC1
 : 161%[activator] | -8%
COCCn1c(C)cc(C(=O)CN2c3cccc4cccc(c34)S2(=O)=O)c1C
 : -25% | 0%

Record cards, from the list above. Order of screens: AmpC inh no detg, TbPYK inhibitor
COc1ccc2[nH]c3c(c2c1)CCN1C(=O)C(CC(=O)NCCCN(C)C)C[C@H](C(=O)N2CCCCC2)[C@@]31CCc1ccccc1 (stereo partly drawn) in the list: 230%[activator], -4%
Cc1ccc(NC(=O)COC(=O)c2nn(-c3ccc(Cl)cc3)cc2O)cc1 in the list: -43%, 2%
C[C@H](CO)N1C[C@H](C)[C@@H](CN(C)S(=O)(=O)c2ccccc2)Oc2ccc(NC(=O)Nc3ccc4c(c3)OCO4)cc2C1=O in the list: 43%, 6%
CC(=O)c1ccccc1NC(=O)CSc1nc2ccccc2c(=O)n1CCCN1CCOCC1 in the list: -19%, -19%

The results go on.
Results follow in this order: AmpC inh no detg | TbPYK inhibitor
CCN(C[C@H]1N[C@@](CC)(C(=O)OC)[C@H]2C(=O)N(C)C(=O)[C@@H]12)C(=O)Nc1ccccc1
 : -16% | 1%
COc1ccc(OC)c(-c2nnc3n2N=C(c2ccc(OC(F)F)c(OCC4CC4)c2)CS3)c1
 : 115%[activator] | ?
CC(C)(C)OC(=O)C[C@@H]1C/C=C\C[C@H](CC(=O)NCCO)C(=O)NC[C@H](c2ccccc2)OC1=O
 : 52% | 3%
NS(=O)(=O)c1cccc(NC(=O)CN2C(=O)C(=O)N(Cc3ccccc3)C2=O)c1
 : -15% | -1%
CC(OC(=O)C1CC2CCCC(C1)C2=O)C(=O)Nc1cccc([N+](=O)[O-])c1 (stereo not drawn)
 : -3% | 0%
C=CCC[C@H](Cc1ccc(F)cc1)C(=O)OC[C@@H](Cc1c[nH]c2ccccc12)NC(=O)[C@@H](CC=C)CC(=O)N[C@H](CO)Cc1ccccc1
 : 16% | -4%
Cc1ccc(C(=O)OCC(=O)NC(C)C2CC3CCC2C3)cc1N (stereo not drawn)
 : -18% | -6%
O=C(O)c1ccccc1NS(=O)(=O)c1cccc(NS(=O)(=O)c2cc(Br)ccc2Br)c1
 : -34% | 5%
COc1ccc(NC(=O)CNCc2ccc(Cl)cc2)cc1S(=O)(=O)N1CCOCC1
 : 3% | 2%
Cc1c(Cl)cnc(NC(=O)COC(=O)C2CCCC2)c1Cl
 : -34% | -5%
CN1CCCN(C(=O)CNC(=O)c2ccccc2F)CC1
 : -30% | 1%
C=CC[C@@H](CC(=O)N(CCO)Cc1ccccc1)C(=O)N[C@@H](C)COC(=O)[C@@H](CC=C)Cc1ccc(F)cc1
 : 248%[activator] | -3%
COc1ccccc1NC(=O)[C@@H]1CCCN1S(=O)(=O)c1ccc(Cl)cc1
 : -52% | -3%
Cc1nnc(NC(=O)C2CCN(S(=O)(=O)c3ccc(F)c(F)c3)CC2)o1
 : -18% | 1%
COc1ccc(S(N)(=O)=O)cc1C(=O)NNC(=O)C1COc2ccccc2O1 (stereo not drawn)
 : -14% | 2%
COC(=O)C1=C(c2ccc(F)cc2OCc2ccccc2)C[C@@H]2CC[C@H]1N2C(=O)NCc1cc(C)oc1C(F)(F)F
 : -22% | -9%
CCN(C[C@H]1N[C@@](CC)(C(=O)OC)[C@H]2C(=O)N(Cc3ccccc3)C(=O)[C@@H]12)S(=O)(=O)c1ccc(C)cc1
 : 90%[activator] | 0%
Cc1ccc(NC(=O)COC(=O)[C@@H]2CC(O)CN2S(=O)(=O)c2ccc3c(c2)OCCO3)cc1 (stereo partly drawn)
 : 158%[activator] | -3%
O=C(Nc1cccc(Cl)c1)c1nc[nH]c1C(=O)NCCCNC(=O)c1[nH]cnc1C(=O)Nc1cccc(Cl)c1
 : -11% | -5%
CC[C@@H]1C=C(C(=O)O)[C@H](c2ccc(Cl)cc2)N1S(=O)(=O)c1ccc(C)cc1
 : -15% | 2%
COCCS(=O)(=O)N(Cc1ccccc1)[C@H](C(=O)OC)C(C)C
 : -3% | -4%
N#CCCN(C(=O)COC(=O)c1ccc2c(c1)OCCO2)c1ccccc1
 : 0% | 3%
O=C(COC(=O)c1cccnc1Cl)c1ccc(Cl)s1
 : -18% | 0%
O=C(C[C@H]1C[C@H](C(=O)N2CCCCC2)[C@@]2(CCc3ccccc3)c3[nH]c4ccc(Cl)cc4c3CCN2C1=O)NCCCn1ccnc1
 : 6% | 2%
COc1ccc(NS(=O)(=O)c2cc(NC(=O)c3ccccc3)ccc2N2CCOCC2)cc1
 : -1% | 12%
CN(C)S(=O)(=O)c1cccc(NC(=O)C2CCN(S(=O)(=O)c3cccs3)CC2)c1
 : -47% | 1%
O=C(NC1CCC(O)CC1)c1ccc(Br)o1 (stereo not drawn)
 : -12% | 3%
